Screens deposited in PubChem by NCI.
NCI-60 one-dose screen, 48 h, at 10 µM unless noted. Numbers give growth in % (100 = growth as untreated, 0 = no growth, -100 = all killed).
MALME-3M = MALME-3M melanoma; actives 5.8% (n = 78,000); AID 1794766
M14 = M14 melanoma. actives 6.2% (n = 80,000)
SK-MEL-5 = SK-MEL-5 melanoma. actives 6.4% (n = 80,000). AID 1794755
MDA-MB-435 = MDA-MB-435 melanoma. actives 7.8% (n = 82,000)
SK-MEL-28 = SK-MEL-28 melanoma | actives 4.1% (n = 81,000) | AID 1794761
SK-MEL-2 = SK-MEL-2 melanoma. actives 4.7% (n = 77,000)
UACC-62 = UACC-62 melanoma. actives 5.4% (n = 81,000). AID 1794756
UACC-257 = UACC-257 melanoma; AID 1794764; actives 4.4% (n = 78,000)
* = called active by the depositor; nt = no result given; [ ] = dose if it differs, or a comment. Rule for the calls: active = growth percent below 10; inactive = the rest.

SMILES	MALME-3M	M14	SK-MEL-5	MDA-MB-435	SK-MEL-28	SK-MEL-2	UACC-62	UACC-257
O=c1c2ccccc2nc2ccc(Cl)nn12	90	103	90	95	104	104	90	107
O=C(CI)NCCNc1cccc2c(S(=O)(=O)O)cccc12	103	98	100	93	106	nt	90	108
Oc1cc(Cl)c(O)c(-c2ccccc2)c1Cl	99	102	101	102	109	nt	100	99
CC(=O)OCC1OC(n2cc(COc3ccc4ccc(=O)oc4c3)nn2)C(OC(C)=O)C(OC(C)=O)C1OC1OCC(OC(C)=O)C(OC(C)=O)C1OC(C)=O (centres undefined)	97	102	98	102	108	104	92	114
Fc1ccc(-c2nnc(-c3ccc(Cl)cc3)o2)cc1	nt	99	99	97	98	96	94	98
COc1nc(N)c(NS(=O)(=O)c2cc(C(C)=O)ccc2OC)c(=O)[nH]1	107	75	105	102	106	83	89	98
O=C1/C(=C\c2cn(Cc3ccccc3)c3ccc(Br)cc23)c2ccccc2N1c1c(Cl)cccc1Cl	109	105	104	105	107	101	98	102
OC1(c2ccccc2)OC(c2ccccc2)CN(Cc2ccccc2)C1c1ccccc1 (centres undefined)	107	89	93	98	107	95	79	87
CCOC(=O)C(C(=O)CC)C(=O)OCC	98	104	103	98	101	94	97	101
COC(=O)[C@]12CC[C@@H](C(=O)/C=C/c3cccnc3)[C@@H]1[C@H]1CC[C@@H]3[C@@]4(C)CCC(=O)NC(C)(C)[C@@H]4CC[C@@]3(C)[C@]1(C)CC2	nt	101	100	104	100	105	97	92
COc1ccc(NC(=S)NNc2ccc(-c3ccccc3)nn2)cc1	91	96	103	102	106	105	96	100
c1ccc(-c2ccc(-c3ncc(-c4ccccc4)o3)cc2)cc1	114	106	106	104	109	111	101	105
O=C(Cn1c(/C=C/c2ccccc2)nc2ccccc2c1=O)Nc1ccc(Cl)cc1	59	82	103	85	108	114	90	84
Cc1ccc(Nc2cc(Br)c(N)c3c2C(=O)c2ccccc2C3=O)cc1	121	121	103	109	117	81	94	107
COc1ccc(/C=C2\CCCC3=C2N=C2SC(C)=CN2C3c2ccc(OC)cc2)cc1 (centres undefined)	80	99	92	90	96	99	nt	91
CCN(CC)CCCCCCNc1cc(OC)c(F)c2c(C)ccnc12	106	94	99	122	111	97	81	106
CCS/C(Cl)=C(\Cl)SCC	108	101	109	110	111	116	109	92
Cc1ccc(-n2c(-c3ccccc3)c(-c3ccccc3)c3c(SCC(=O)NN)ncnc32)cc1	108	96	85	97	106	89	77	80
CCC(=O)OCCc1ccccc1	109	105	106	96	101	105	nt	102
CCN(CC)C(=O)COc1ccc(C=C2C(=O)N(C)C(=O)N(C)C2=O)cc1	106	113	101	106	107	118	104	107
NC(=O)c1cc(Cl)ccc1NC(=O)/C=C/c1ccccc1	67	28	5.2*	-13*	41	58	48	46
ClCC1(Cn2cnc3c(Cl)nc(Cl)nc32)COC1	102	63	98	88	90	91	92	76
CC(Cc1cccc2ccccc12)C(C)(C(=O)Oc1ccccc1)C(=O)Oc1ccccc1 (centres undefined)	83	93	87	99	103	86	71	nt
CC(C)(C)[Si](C)(C)OC1[C@@H](CNC(=O)NC(N)=O)O[C@@H](n2cnc3c(NC(=O)Nc4ccccc4)ncnc32)[C@H]1O[Si](C)(C)C(C)(C)C (some centres undefined)	99	89	101	82	111	93	93	97
CC(C)(C)c1ccc(NCc2cn(-c3ccc(C(=O)O)cc3)nc2-c2ccc(C(=O)O)cc2)cc1	100	102	102	105	104	116	103	105
(continued)
SMILES	MALME-3M	M14	SK-MEL-5	MDA-MB-435	SK-MEL-28	SK-MEL-2	UACC-62	UACC-257
CC1NC(C(=O)O)Cc2c1[nH]c1ccccc21 (centres undefined)	nt	104	107	102	106	103	112	123
COc1cc(/C=C/C(N)=O)cc(OC)c1OC	110	111	102	92	98	nt	95	113
C=CN(C(=O)N1CCN(c2cc3c(cc2F)c(=O)c(C(=O)O)cn3C2CC2)CC1)c1nc(-c2ccccc2)cs1	107	105	96	96	101	88	86	100
CN1CCC2(CC1)NC(=O)c1c(c3ccc(Cl)c(Cl)c3n1C)C2C#N (centres undefined)	98	24	38	49	70	100	-69*	65
Cc1nc(-c2ccccc2)cc2c(O)c(C(=O)NN)[nH]c(=O)c12	229	101	100	109	111	93	99	118
CCn1c(Sc2nnc(NC(=O)CCN3CCCC3)s2)nc2c1c(=O)n(C)c(=O)n2C	107	107	104	107	111	108	101	102
N#Cc1c(N)nc2c(c1N)C(c1ccc(F)cc1)c1ccc(N)cc1O2 (centres undefined)	136	111	96	107	109	112	111	102
COC(=O)c1cc(=O)n2c(sc3ccccc32)c1C#N	89	94	102	97	97	97	102	113
c1ccc(Sc2ccccc2)cc1	94	nt	104	100	107	98	101	88
C=CCN=c1sc2c(n1NC(=O)c1cc3ccc1CCc1ccc(cc1)CC3)C(=O)c1ccccc1C2=O	-89*	-94*	-98*	-93*	-35*	-17*	-36*	-73*
CCC(=C(c1ccc(OCCN(C)C)cc1)c1ccc(OCCN(C)C)cc1)c1ccc(Cl)cc1	-84*	-66*	-96*	-89*	-83*	-42*	-74*	-70*
CN(C)c1ccc(-c2cc(-c3c[nH]c4ccccc34)nc(N)c2C#N)cc1	64	-27*	30	14	60	-0.5*	42	57
COc1cc([N+](=O)[O-])c(Cl)cc1N	103	101	98	102	113	99	98	86
CC(=O)Nc1cc(C)cc(C)n1	101	105	102	104	119	102	107	108
O/N=C(/CN1CCCCC1)c1ccccc1	121	100	111	107	121	107	106	97
COc1ccc(/C=N/N2CN(C(C)C(=O)O)C(O)(CCl)N=C2N)cc1OC (centres undefined)	97[100 µM]	108[100 µM]	96[100 µM]	100[100 µM]	101[100 µM]	109[100 µM]	94[100 µM]	100[100 µM]
COc1ccccc1Nc1nnc(-c2cc(F)c(F)c(F)c2)o1	102	105	98	98	105	110	74	100
CCCCN(CCC#N)C(N)=O	98	112	100	110	102	104	95	101
COc1cc(/C=C/C(=O)c2ccc(F)cc2)ccc1OCCCCOc1cc2c(cc1OC)C(=O)N1CCCC1C=N2 (centres undefined)	-6.3*	nt	-100*	-71*	-42*	-25*	-86*	2.2*
CN1C(=O)C2=C(NCCN(C(=O)Cc3ccc4ccccc4c3)C2c2ccc(Cl)c(Cl)c2)C1(C)C (centres undefined)	95	101	97	106	117	108	81	106
CCCCCC(=O)N1CCCCC1	160	109	113	120	115	121	100	70
C#CCOc1ccc(/C=N/Nc2nc(-c3cc4ccc(OC)cc4oc3=O)cs2)cc1	98	102	97	87	107	104	92	98
COc1ccc(/C=C(\c2cc(OC)c(OC)c(OC)c2)c2nnc(-c3ccc(C)cc3)o2)cc1	nt	97	92	101	112	95	101	103
C#CCOc1ccccc1C(Nc1ccccc1)c1nnnn1C1CCCCC1 (centres undefined)	100	nt	100	101	101	110	63	101
CCCCCOc1ccc(/C=N/Nc2cc(C)nc3ccc(Br)cc23)cc1	-36*	15	89	-47*	-74*	105	93	102
More records:
SMILES	MALME-3M	M14	SK-MEL-5	MDA-MB-435	SK-MEL-28	SK-MEL-2	UACC-62	UACC-257
Cc1ccccc1Nc1nc(SC(C)C)nc(-c2ccccc2)c1C#N	66	77	85	45	87	130	92	107
Clc1ccc2[nH]cc([C@@H]3CCC[C@H](c4c[nH]c5ccc(Cl)cc45)c4c3[nH]c3ccc(Cl)cc43)c2c1	84	46	87	55	75	54	59	99
O=C(NNC(=S)Nc1cccnc1)c1cc2ccc1CCc1ccc(cc1)CC2	80	67	73	86	80	82	67	95
Cc1ccc(-n2c(-c3ccccc3)c(-c3ccccc3)c3c(SCC(=O)n4[nH]c(N)cc4=O)ncnc32)cc1	98	94	87	106	101	108	77	94
NC1N=C(SCC(=O)N2CCN(c3cc4c(cc3F)c(=O)c(C(=O)O)cn4C3CC3)CC2)NC(=O)/C1=C/c1ccc(Cl)cc1 (centres undefined)	108	104	102	105	110	108	100	105
CN1CCN(c2ccc(NC(=O)c3cncnc3Nc3ccc4c(ccn4Cc4ccccn4)c3)cc2)CC1	78	88	86	85	89	102	93	97
CCCNCCOC(=O)c1ccc(N)c(OCCC)c1	90	92	100	102	118	89	98	127
N#C/C(=C\NC(=S)Nc1ccc(S(N)(=O)=O)cc1)C(=O)c1ccc2ccccc2c1	nt	93	97	97	97	103	88	101
OC(COc1ccc(Cl)cc1)COc1ccc(Cl)cc1	124	118	106	115	119	130	93	109
Cc1ccc(CN(C(=O)CNC(=O)OC(C)(C)C)C(C(=O)NC(C)(C)C)c2ccc3c(c2)OCO3)o1 (centres undefined)	112	97	107	118	121	89	58	nt
N#Cc1ccc(-n2nnc3ccccc32)cc1C#N	97	106	98	85	104	nt	95	89
N#Cc1c[nH]c(=O)[nH]c1=O	88	98	98	90	115	116	84	nt
COc1cccc(-c2cc(-c3ccc(Nc4nc(Nc5ccc(F)cc5)nc(Nc5ccc(F)cc5)n4)cc3)nc(N)c2C#N)c1	90	101	87	103	102	92	102	115
O=C1c2cccc3c(N4CCN(Cc5ccccc5)CC4)ccc(c23)C(=O)N1c1cccc(-c2nn(-c3ccccc3)cc2-c2nc3ccccc3s2)c1	99	98	102	108	106	111	95	124
CCOC(=O)CC1Oc2ccc3c(c2NC1=O)c(C(=O)OCC)c(C)n3C (centres undefined)	107	114	92	92	105	113	85	96
O=C(CSc1nc2ccccc2[nH]1)Nc1ccc(F)cc1	89	89	98	90	96	109	79	95
COc1ccccc1N=Nc1c(O)ccc2cc(S(=O)(=O)O)ccc12	109	100	103	108	111	96	100	96
COc1ccc(/C=C(/C(=O)NS(=O)(=O)c2ccc(F)cc2)c2cc(OC)c(OC)c(OC)c2)cc1OC	124	104	107	97	104	106	107	95
COCC(=O)CCN1CCCCC1	nt	101	104	109	108	nt	108	114
Cc1ccc2nc(-c3ccc(OCC(=O)NN4C(=O)c5ccccc5C4=O)cc3)[nH]c2c1	94	102	103	96	100	nt	91	101
CCCCN(CCCC)CCCN1C(=O)c2ccccc2C1=O	107	102	103	105	107	122	98	nt
NS(=O)(=O)c1cccc(N2C(=O)c3c(Cl)c(Cl)c(Cl)c(Cl)c3C2=O)c1	94	101	102	107	107	101	97	106
COC(=O)c1cc(-c2cccc3ccccc23)[nH]c(=O)c1C#N	86	101	100	97	102	114	91	98
N#Cc1c(-c2cc(=O)oc3ccc(Cl)cc23)cc(-c2ccccc2)nc1N	78	94	96	101	95	83	80	97
CCOC(=O)c1cn2c3c(cccc3c1=O)C(=O)/C(=C/c1cccc(Cl)c1Cl)C2	116	99	91	106	106	88	68	88
Remaining list, next part.
SMILES	MALME-3M	M14	SK-MEL-5	MDA-MB-435	SK-MEL-28	SK-MEL-2	UACC-62	UACC-257
N#CSCc1ccc(CSC#N)c(Br)c1	62	36	38	27	70	73	59	61
COc1cc(/C=C2\CCCCC3=C2N=C2SC(C)=CN2C3c2cc(OC)c(OC)c(OC)c2)cc(OC)c1OC (centres undefined)	54	82	22	78	88	71	66	56
Cn1cc(-c2csc(-c3c[nH]c4ccccc34)n2)c2cccnc21	nt	24	11	-14*	54	38	45	65
CC(C)COC(=O)COc1ccccc1	99	109	99	118	110	117	110	112
OC1(CSc2ccccc2)CCCCC1	90	109	103	93	117	121	93	112
CCCCCCCCCCOC(=O)c1ccccc1C(=O)OCCCC	157	100	nt	nt	119	111	nt	111
COc1ccc(N=NN(C)C(=O)c2ccccc2)cc1	96	114	91	92	118	131	75	105
Nc1ccc(C(=O)Nc2cccc(-c3nc4ccccc4c(=O)[nH]3)c2)cc1	132	95	105	100	103	92	90	101
COc1cccc(NC(=O)c2sc3nc4c(cc3c2N)C(O)CCC4)c1 (centres undefined)	81	12	25	-32*	56	49	49	55
CC(C)C[C@H](NC(=O)CCn1ccc2ccccc2c1=O)B(O)O	38	38	29	-40*	37	64	33	35
C=C(C(N)=O)C(N)C(=O)O (centres undefined)	98	91	103	123	106	nt	114	112
Nc1nc2ccccc2c2c(=O)c3cc(F)ccc3sc12	97	100	99	99	103	110	102	104
O=C(Cn1cc(CSc2nc3ccccc3o2)nn1)Nc1ccc([N+](=O)[O-])cc1	104	96	99	99	105	106	68	110
O=C(CCc1nnc2sc(Nc3ccc(Cl)cc3)nn12)c1nc2ccccc2[nH]1	98	97	91	102	111	102	84	103

Rewritten in markdown: part of the list above
| compound | MALME-3M | M14 | SK-MEL-5 | MDA-MB-435 | SK-MEL-28 | SK-MEL-2 | UACC-62 | UACC-257 |
| --- | --- | --- | --- | --- | --- | --- | --- | --- |
| CCCNCCOC(=O)c1ccc(N)c(OCCC)c1 | 90 | 92 | 100 | 102 | 118 | 89 | 98 | 127 |
| N#C/C(=C\NC(=S)Nc1ccc(S(N)(=O)=O)cc1)C(=O)c1ccc2ccccc2c1 | nt | 93 | 97 | 97 | 97 | 103 | 88 | 101 |
| OC(COc1ccc(Cl)cc1)COc1ccc(Cl)cc1 | 124 | 118 | 106 | 115 | 119 | 130 | 93 | 109 |
| Cc1ccc(CN(C(=O)CNC(=O)OC(C)(C)C)C(C(=O)NC(C)(C)C)c2ccc3c(c2)OCO3)o1 (centres undefined) | 112 | 97 | 107 | 118 | 121 | 89 | 58 | nt |
| N#Cc1ccc(-n2nnc3ccccc32)cc1C#N | 97 | 106 | 98 | 85 | 104 | nt | 95 | 89 |
| N#Cc1c[nH]c(=O)[nH]c1=O | 88 | 98 | 98 | 90 | 115 | 116 | 84 | nt |
